H1N1 NS1A inhibition: H1N1 influenza NS1A inhibitors, functional cell based assay (AID 504329). NS1A functional cell-based assay, percent inhibition; higher % means a stronger effect. one-dose inhibition, % at 12.5 µM; IC50 in µM for titrated hits. 0.3% of 340,000 active; in the data active means a potency from the dose series; inconclusive means inhibition above about 27% without an active follow-up result; further: strong numbers were not always called active
inhibitors of VEEV: inhibitors of VEEV TC-83 cytopathic effect, confirmation, Vero cells (AID 588727); Vero cells, VEEV TC-83 cytopathic effect inhibition; higher % means a stronger effect; inhibition, % at 20 µM, or IC50 in µM where a hit was titrated; 0.13% of 350,000 active; in the data active means a potency from the dose series; inconclusive means inhibition mostly from about 14% at the one dose, without a potency; inactive means the rest, 99 in 100 with inhibition below about 12%; further: strong numbers were not always called active
PhoP GFP inhibition: PhoP regulon inhibitors, Salmonella typhi PhoP promoter GFP reporter, confirmatory (AID 1850) | Salmonella Typhi PhoP-promoter GFP reporter, fluorescence, 4 h; higher % means a stronger effect | one-dose inhibition, % at 50 µM; IC50 in µM for titrated hits | 0.33% of 310,000 active; in the data active means a potency from the dose series; inconclusive means inhibition mostly from about 25% at the one dose, without a potency; inactive means the rest, 99 in 100 with inhibition below about 19%;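 further: 0% = induced wells with vehicle and 100% = uninduced wells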
M. tuberculosis: growth inhibition of non-replicating M. tuberculosis (AID 488890); Mycobacterium tuberculosis non-replicating, growth inhibition; higher % means a stronger effect; one-dose inhibition, % at 25 µM; IC50 in µM for titrated hits; 0.39% of 320,000 active; in the data active means a potency from the dose series; inconclusive means inhibition mostly from about 82% at the one dose, without a potency; inactive means the rest, 99 in 100 with inhibition below about 76%;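 further: plate controls were DMSO cells for no effect and high antibiotic wells for full effect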
H37Rv inhibition: M. tuberculosis growth inhibition, HTS (AID 449762); M. tuberculosis H37Rv growth inhibition, 7H9 media; higher % means a stronger effect; one-dose inhibition, % at 25 µM; IC50 in µM for titrated hits; 0.59% of 330,000 active; in the data active means a potency from the dose series; inconclusive means inhibition above about 70% without an active follow-up result;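 further: bacterial growth assessed after seven days of incubation; strong numbers were not always called active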
Numbers without * were called inactive; i = inactive; u = inconclusive; x = not tested or not shown; & = joins results of further samples.

SMILES | H1N1 NS1A inhibition | inhibitors of VEEV | PhoP GFP inhibition | M. tuberculosis | H37Rv inhibition
C[C@]12CCC(=O)C=C1CC[C@@H]1[C@@H]2[C@@H](O)C[C@@]2(C)[C@H]1CC[C@]2(O)C(=O)CO | 4%&5% | 1.6%&0.6% | -9% | 0%&-3% | -3%&-8%
COCCCN1C(=O)c2ccc(C(=O)OCC(=O)NCc3ccccc3OC)cc2C1=O | 16% | 2.8% | -1% | -7% | -15%
COc1ccc(NC(=O)Nc2cccc3c2O[C@H](CN(C)S(=O)(=O)c2ccc(F)cc2)[C@@H](C)CN([C@H](C)CO)C3=O)cc1 | -13% | 6.4% | x | 38% | 15%
CC(=O)c1c(C)[nH]c(C(=O)OCC(=O)Nc2cccc(S(=O)(=O)N3CCCC3)c2)c1C | 16% | 0.9% | -25% | 3% | 5%
Cc1oc(-c2cc(Cl)cc(Cl)c2)cc1C(=O)NCCc1ccccc1 | -7% | 1.5% | -8% | 3% | 3%
Cc1ccc(C(=O)N(CN2CCCC2=O)c2ccccc2)cc1 | -1% | i | -3% | 5% | 5%
O=C(O)C1CCN(C(=O)COc2ccc3c(c2)oc(=O)c2ccccc23)CC1 | -7% | 1.3% | 8% | 1% | -12%
COC(=O)c1[nH]c2ccc(Cl)cc2c1NC(=O)CCN1CCOCC1 | 2% | 2.0% | 9% | -8% | 1%
CCCn1c(C(O)c2cccc(OC)c2)nc2ccccc21 (centres undefined) | -9% | i | x | x | x
CC(=O)c1ccc(N2CCN(C(=O)/C=C/c3ccc4ccccc4n3)CC2)cc1 | 2% | 2.7% | -23% | 48% | 3%

Single values from the entries so far:
PhoP GFP inhibition result of `Cc1ccc(C(=O)N(CN2CCCC2=O)c2ccccc2)cc1` reads -3%
H37Rv inhibition result of `COc1ccc(NC(=O)Nc2cccc3c2O[C@H](CN(C)S(=O)(=O)c2ccc(F)cc2)[C@@H](C)CN([C@H](C)CO)C3=O)cc1` reads 15%

(listing goes on)
SMILES | H1N1 NS1A inhibition | inhibitors of VEEV | PhoP GFP inhibition | M. tuberculosis | H37Rv inhibition
C=CCn1c(C)nnc1SCC(=O)Nc1ccccc1C(=O)NC1CC1 | -3% | 8.0% | x | x | x
COc1ccccc1NS(=O)(=O)c1ccc(C(=O)Nc2ncccc2O)cc1 | -3% | 1.2% | x | 19% | -8%
COCC(CN1CCN(C2=NS(=O)(=O)c3ccccc32)CC1)OC(=O)c1ccc(OC)cc1 (centres undefined) | -2% | 0.8% | 1% | 1% | 6%
O=C1c2ccccc2C(Nc2ccc3c(c2)OCO3)N1Cc1ccc2c(c1)OCO2 (centres undefined) | 13% | 8.5% | 15% | 59% | 2%
NC(=S)Nc1cccc2[nH]ccc12 | -3% | 1.8% | -4% | 7% | 6%
COc1cc(CCC(=O)OCC(=O)Nc2ccc(F)cc2F)cc(OC)c1OC | 3% | 3.5% | -9% | 18% | -5%
CCC(=O)OCOc1ccc(/C=C2/CCC(CN(C)C)C2=O)cc1 (centres undefined) | 5% | u | x | x | x
CC(=O)Nc1ccc(S(=O)(=O)N2CCCC3CCCCC32)cc1 (centres undefined) | 5% | 1.4% | x | 9% | -8%
CCC(C)(C)NC(=O)CN(Cc1ccc2c(c1)OCO2)C(=O)CCC(=O)Nc1ccccn1 | -7% | 9.3% | 9% | 3% | -8%
Cc1cc(C)cc(NC(=S)/C(=C(\[O-])c2ccc(Cl)cc2Cl)[n+]2ccc(C(C)(C)C)cc2)c1 | 12% | 1.3% | -4% | 54% | 3%
COc1cc(OC)c(C2=NOC(C(=O)Nc3cc(C)nn3-c3ccccc3)C2)cc1Cl (centres undefined) | 0% | 0.2% | -15% | 29% | -4%
COCCNC(=O)c1ccc(C(=O)NCCOC)s1 | -8% | i | -4% | 5% | -5%
CCC(C(=O)NCc1ccco1)N(C(=O)CNS(=O)(=O)c1ccccc1)c1ccc(OC)cc1 (centres undefined) | 26% | 0.5% | -7% | 8% | -3%
O=C(CN1C(=O)NC2(CCCCCC2)C1=O)NCc1ccco1 | -1% | 2.6% | -7% | -7% | 9%
CC(Cc1ccccc1)NC(=O)CN1C(=O)c2ccccc2S1(=O)=O (centres undefined) | -9% | 2.8% | 0% | -2% | -1%
Cc1ccc(C(C2C(=O)CC(C)(C)CC2=O)C2C(=O)CC(C)(C)CC2=O)s1 | -1% | 2.6% | 5% | u | -1%
CCN(CC)c1ccc(/C=N/N2C(C)CCCC2C)c(O)c1 (centres undefined) | 0% | i | 5% | -6% | 6%
Cn1c(SCc2ccccc2F)nnc1-c1ccccn1 | -13% | 1.3% | -1% | 77% | -1%
O=C(Cc1cccs1)N1CCCC(c2nc3c(nnn3Cc3cccc(Cl)c3)c(=O)[nH]2)C1 (centres undefined) | 18% | i | 1% | 44% | 31%
Cc1ccc2nc(SCC(=O)Nc3oc(C)c4c(C)n[nH]c(=O)c34)[nH]c2c1 | 2% | 2.1% | x | 11% | -3%
CSCCC(NC(=O)c1ccccc1)C(=O)O (centres undefined) | 3% | 1.6% | 6% | 2% | 5%
CC(C)c1ccc(NC(=O)COC(=O)[C@H](CCC(N)=O)NC(=O)c2ccc(F)cc2)cc1 | -4% | i | 6% | 19% | 5%
CCOC(=O)Cn1c(=O)oc2cc(S(=O)(=O)NC(C)(C)CC)ccc21 | -4% | 0.2% | -20% | -6% | 10%
CC(ON1CC1(C(F)(F)F)C(F)(F)F)(C(N)=O)C(N)=O (centres undefined) | -3% | 2.9% | -3% | -4% | -3%
CC1=CC(=C(C#N)C#N)C=C(C)N1CCN1CCN(C(=O)Nc2cccc(Cl)c2)CC1 | -8% | 0.3% | -5% | 36% | 2%
COc1ccccc1-n1c(SCC(=O)Nc2cccc(C)c2)nc2c(c1=O)SCC2 | -3% | 8.8% | -9% | 19% | -3%
O=C1C(Cl)=C(NCC2CCCO2)C(=O)N1Cc1ccccc1 (centres undefined) | -8% | i | -14% | 1% | -12%
CCn1c(SCC(=O)N/N=C/c2cccs2)nc2ccccc21 | -8% | 1.4% | 1% | 32% | -2%
CCc1ccc(NC(=O)C(=O)NCCN2CCN(S(C)(=O)=O)CC2)cc1 | -8% | 4.6% | -5% | -8% | 0%
Cc1ccc(S(=O)(=O)N2CCC(C(=O)N3CCCC(C(F)(F)F)C3)CC2)cc1C (centres undefined) | 0% | 4.7% | -1% | -2% | 1%
Cc1nc(-c2ccc(F)cc2)c(CC(=O)N(C)CC(=O)Nc2c(C)cccc2C)s1 | -2% | 2.2% | x | x | x
Cc1ccc(C(=O)CCC(=O)N2CCC(C(N)=O)CC2)cc1 | 3% | 0.1% | -9% | 1% | -8%
CCN(CC)c1nc2ccccc2nc1-n1nc(C)cc1C | -14% | 1.0% | 7% | 7% | 1%
Cc1ccccc1CN1CCN(C(C)C(=O)NNC(=O)c2ccc(F)cc2)CC1 (centres undefined) | 1% | i | x | -6% | -6%
COc1ccccc1C(=O)NCc1ccccc1 | -3% | 5.4% | -3% | 1% | 11%
Cc1ccccc1OCc1nnc(SCC(=O)Nc2c(C)n(C)n(-c3ccccc3)c2=O)n1-c1ccccc1 | -7% | 0.2% | 0% | -22% | -1%
COc1ccc2[nH]c(C(=O)N/N=C/c3ccc(O)cc3O)cc2c1 | 10% | 12% | -9% | 23% | 16%
Cc1c(C(=O)NC2CCCc3ccccc32)oc2ccccc12 (centres undefined) | 13% | 1.1% | 5% | -4% | 8%
Nc1nc(-c2ccc(-n3nncc3-c3ccco3)cc2)cs1 | x | x | 1% | 36% | -2%
CCN(CC)c1ccc(NC(=O)C2=CCN(S(=O)(=O)c3ccc(F)cc3)CC2)c(C)c1 | 3% | 0.8% | -6% | x | -1%

Exported with tabs: entries from further up.
Structure	H1N1 NS1A inhibition	inhibitors of VEEV	PhoP GFP inhibition	M. tuberculosis	H37Rv inhibition
Cn1c(SCc2ccccc2F)nnc1-c1ccccn1	-13%	1.3%	-1%	77%	-1%
O=C(Cc1cccs1)N1CCCC(c2nc3c(nnn3Cc3cccc(Cl)c3)c(=O)[nH]2)C1 (centres undefined)	18%	i	1%	44%	31%
Cc1ccc2nc(SCC(=O)Nc3oc(C)c4c(C)n[nH]c(=O)c34)[nH]c2c1	2%	2.1%	x	11%	-3%
CSCCC(NC(=O)c1ccccc1)C(=O)O (centres undefined)	3%	1.6%	6%	2%	5%
CC(C)c1ccc(NC(=O)COC(=O)[C@H](CCC(N)=O)NC(=O)c2ccc(F)cc2)cc1	-4%	i	6%	19%	5%
CCOC(=O)Cn1c(=O)oc2cc(S(=O)(=O)NC(C)(C)CC)ccc21	-4%	0.2%	-20%	-6%	10%
CC(ON1CC1(C(F)(F)F)C(F)(F)F)(C(N)=O)C(N)=O (centres undefined)	-3%	2.9%	-3%	-4%	-3%
CC1=CC(=C(C#N)C#N)C=C(C)N1CCN1CCN(C(=O)Nc2cccc(Cl)c2)CC1	-8%	0.3%	-5%	36%	2%
COc1ccccc1-n1c(SCC(=O)Nc2cccc(C)c2)nc2c(c1=O)SCC2	-3%	8.8%	-9%	19%	-3%
O=C1C(Cl)=C(NCC2CCCO2)C(=O)N1Cc1ccccc1 (centres undefined)	-8%	i	-14%	1%	-12%
CCn1c(SCC(=O)N/N=C/c2cccs2)nc2ccccc21	-8%	1.4%	1%	32%	-2%
CCc1ccc(NC(=O)C(=O)NCCN2CCN(S(C)(=O)=O)CC2)cc1	-8%	4.6%	-5%	-8%	0%
Cc1ccc(S(=O)(=O)N2CCC(C(=O)N3CCCC(C(F)(F)F)C3)CC2)cc1C (centres undefined)	0%	4.7%	-1%	-2%	1%
Cc1nc(-c2ccc(F)cc2)c(CC(=O)N(C)CC(=O)Nc2c(C)cccc2C)s1	-2%	2.2%	x	x	x
Cc1ccc(C(=O)CCC(=O)N2CCC(C(N)=O)CC2)cc1	3%	0.1%	-9%	1%	-8%
CCN(CC)c1nc2ccccc2nc1-n1nc(C)cc1C	-14%	1.0%	7%	7%	1%

New compounds follow:
SMILES | H1N1 NS1A inhibition | inhibitors of VEEV | PhoP GFP inhibition | M. tuberculosis | H37Rv inhibition
Cc1ccc(NC(=O)C2CCN(S(=O)(=O)c3ccc4[nH]c(=O)oc4c3)CC2)cc1F | 4% | 1.3% | -3% | 43% | 4%
O=Cc1cn(-c2ccccc2)nc1-c1ccncc1 | -3% | 0.3% | 13% | 5% | -3%
O=C(CCNS(=O)(=O)c1cccs1)NC1CCN(Cc2ccccc2)CC1 | -11% | 2.6% | 0% | -2% | -2%
Fc1ccccc1-c1nc2c(s1)CCc1onc(-c3ccc(Br)cc3)c1-2 | 19% | 1.3% | -4% | -18% | 0%
CN1CCN(CC#CCC2(O)c3ccccc3-c3ccccc32)CC1 | -8% | 0.1% | 10% | 8% | 4%
CC(C)(C)OC(=O)N1CCCC(C(=O)Nc2cccc(C(=O)NCCc3ccccc3)c2)C1 (centres undefined) | -17% | 7.2% | x | x | x
NS(=O)(=O)c1ccc(Cc2ncc(C(F)(F)F)cc2Cl)s1 | 1% | 0.8% | -2% | -11% | -4%
O=C(Cn1c(=O)n(-c2cccc(C(F)(F)F)c2)c(=O)c2sccc21)NCC1CCCO1 (centres undefined) | 7% | 0.7% | -3% | -10% | -3%
CN(C)/C=C(/C(=O)c1ccc(Cl)cc1Cl)S(=O)(=O)c1ccc(Cl)cc1 | -7% | i | 5% | 2% | -3%
CCN1C(=O)/C(=C\c2nc3ccccc3c(=O)n2CC)c2ccccc21 | 9% | 5.9% | -7% | 49% | 16%
Cc1ccc2c(c1)N(CC(=O)NCCCN1CCN(C)CC1)C(=O)CO2 | -7% | 1.6% | -1% | -2% | -2%
Cc1ccc(Oc2ncc(CN3CCOCC3)s2)cc1 | -9% | i | -11% | 12% | -7%
CC(NC(=O)COC(=O)CNC(=O)c1ccc(-c2ccccc2)cc1)c1ccccc1 (centres undefined) | 11% | 2.5% | 2% | 15% | 1%
CCc1ccc(N2CC(C(=O)Nc3nc4ccc(S(C)(=O)=O)cc4s3)CC2=O)cc1 (centres undefined) | 5% | 0.8% | 4% | 13% | -8%
CCN1CCCC1CNS(=O)(=O)c1ccc(Br)cc1 (centres undefined) | -4% | 0.2% | -3% | -6% | 6%
COc1ccc(OCCN2C(=O)NC3(CCc4ccccc4C3)C2=O)cc1 (centres undefined) | -9% | i | 1% | 30% | 3%
COc1ccc(CN(C)C(=O)CCC(=O)N2CCN(S(=O)(=O)c3ccc(Cl)cc3)CC2)c(OC)c1 | -8% | 7.3% | x | x | x
COc1ccc(CN2CCn3ncc(C(=O)Nc4ccccc4)c3C2=O)cc1 | 0% | 0.4% | 2% | 0% | 4%
O=C(N/N=C/c1ccc([N+](=O)[O-])cc1)c1cc(C2CC2)[nH]n1 | -16% | 12% | -4% | 5% | -2%
CCN(CC)CCOC(=O)c1cccc(Br)c1 | -2% | 0.5% | -1% | 0% | -2%

Screens deposited in PubChem by Southern Research Specialized Biocontainment Screening Center.
